# Screens as filed in PubChem BioAssay.
# Apaf-1 inh = blocks human Apaf-1 apoptosome activity. O14727. reconstituted apoptosome caspase-3 activity, DEVD-Rh110 fluorescence. inhibition, % at 20 µM. 0.71% of 330,000 active; active = inhibition of at least 40% at 20 µM;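 also: plate controls were DMSO wells for no effect and DEVD-CHO caspase inhibitor wells for full effect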
#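 detection = Rh110 fluorescence intensity | test system = biochemical Apaf-1 apoptosome reconstitution | also added = cytochrome c and DEVD-Rh110 substrate | schedule = 30 min plus 50 min, RT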
# SENP8 block-1 = SENP8 protease inhibition; purified SENP8, Z-RLRGG-aminoluciferin cleavage, luminescence; inhibition, % at 10 µM; 1.2% of 330,000 active; AID 2540; in the data active = inhibition above about 50%
# SENP6 block = blocks the human protease SENP6. Q9GZR1. Recombinant SENP6 catalytic domain, aminoluciferin luminescence. inhibition, % at 10 µM. 1.8% of 330,000 active. AID 2599;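 active = inhibition above about 50% at the single tested dose, limit read from the data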;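 also: plate controls were DMSO wells with enzyme for no effect and DMSO wells lacking enzyme for full effect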
# Target sequence (Q9GZR1 628-1112 limits assumed): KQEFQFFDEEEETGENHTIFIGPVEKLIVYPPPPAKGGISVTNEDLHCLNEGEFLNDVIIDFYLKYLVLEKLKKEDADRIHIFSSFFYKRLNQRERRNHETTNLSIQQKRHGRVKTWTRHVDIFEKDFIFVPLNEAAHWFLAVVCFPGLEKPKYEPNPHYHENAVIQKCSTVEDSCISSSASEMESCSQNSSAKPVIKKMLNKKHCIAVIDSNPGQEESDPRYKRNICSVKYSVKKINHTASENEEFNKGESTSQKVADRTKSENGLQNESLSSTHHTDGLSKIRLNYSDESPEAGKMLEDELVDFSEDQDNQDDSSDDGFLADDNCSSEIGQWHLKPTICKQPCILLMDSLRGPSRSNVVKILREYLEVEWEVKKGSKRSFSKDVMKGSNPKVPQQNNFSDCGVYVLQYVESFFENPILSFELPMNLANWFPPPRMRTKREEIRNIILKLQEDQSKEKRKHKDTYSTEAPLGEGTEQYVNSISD
# SENP1 inh = SENP1 (human) catalytic domain inhibition. 0.21% of 360,000 active. Q9P0U3. recombinant SENP1 catalytic domain, CyPet-SUMO1-YPet FRET cleavage. inhibition, % at 10 µM;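 active = inhibition at least 30% at 10 µM, raw YFP signal under a set limit, fluorescence ratio 0.5 to 1.5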;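 also: 0% = enzyme with DMSO and 100% = no enzyme wells; some results filed as inactive read as strong as hits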
# Target sequence (Q9P0U3 419-644 limits assumed): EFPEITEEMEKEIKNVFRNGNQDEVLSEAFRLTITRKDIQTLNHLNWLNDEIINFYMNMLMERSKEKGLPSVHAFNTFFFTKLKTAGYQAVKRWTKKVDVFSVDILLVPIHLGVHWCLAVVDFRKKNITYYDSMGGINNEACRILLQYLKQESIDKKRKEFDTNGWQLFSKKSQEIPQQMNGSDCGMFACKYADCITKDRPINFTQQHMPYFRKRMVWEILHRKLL
#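 Test system: human SENP1 catalytic domain; medium: Tris pH 8 buffer plus EDTA, NaCl, BME, BSA, NP40, catalase; incubation: 50 min reaction at room temperature; technique: FRET, CFP and YFP emission; controls: no-enzyme low control and enzyme-plus-DMSO high control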
# SENP7 inh = blocks the human protease SENP7; Q9BQF6; recombinant SENP7, Z-RLRGG-aminoluciferin luminescence, 40 min; inhibition, % at 5 µM; 1.5% of 330,000 active;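 active = inhibition above about 50% at the single test dose, limit read from the data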;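 also: plate controls were DMSO with enzyme for no effect and no enzyme buffer wells for full effect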
# Target sequence (Q9BQF6 706-1050 limits assumed): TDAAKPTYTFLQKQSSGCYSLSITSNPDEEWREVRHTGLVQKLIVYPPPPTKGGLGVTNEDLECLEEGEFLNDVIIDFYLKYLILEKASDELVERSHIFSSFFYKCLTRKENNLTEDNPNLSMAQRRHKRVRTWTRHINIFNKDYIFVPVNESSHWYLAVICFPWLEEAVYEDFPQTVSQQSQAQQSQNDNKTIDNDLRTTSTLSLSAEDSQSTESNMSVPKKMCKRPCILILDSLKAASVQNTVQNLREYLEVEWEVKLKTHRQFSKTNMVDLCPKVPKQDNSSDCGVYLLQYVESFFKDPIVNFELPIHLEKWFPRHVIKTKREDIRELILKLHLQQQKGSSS
# NALP3 yeast inh = blocks the NALP3 inflammasome reconstituted in yeast. Yeast reconstituted NLRP3/ASC/caspase-1, beta-gal luminescence, 24 h. inhibition, % at 10 µM. 0.39% of 330,000 active. AID 2825;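 active = inhibition of 50% or more; inactive = inhibition below 50%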;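 also: plate controls were induced DMSO wells for no effect and uninduced yeast grown without galactose for full effect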
# PfG6PD inh = PfG6PD (Plasmodium falciparum) enzyme inhibition; PfGluPho enzyme, NADPH resazurin-diaphorase fluorescence; inhibition, % at 20 µM; 0.78% of 350,000 active;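 active = inhibition reaching at least a set limit at 20 µM in the primary screen, cut at about 59% in these data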;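 also: 0% = DMSO wells with substrate and 100% = DMSO wells lacking glucose-6-phosphate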
# SENP8 block-2 = blocks human SENP8 cleavage of Nedd8 substrate. 0.64% of 360,000 active. Q96LD8. AID 602440. recombinant SENP8, Nedd8 substrate fluorescence. inhibition, % at 20 µM; in the data active = inhibition mostly above about 40%, no sharp cut-off; inactive = mostly below about 27%
# HKDC1 inhibitor = inhibitors of human hexokinase HKDC1. 0.16% of 340,000 active. recombinant HKDC1, G6PDH/diaphorase resazurin coupled fluorescence. inhibition, % at 20 µM. Q2TB90;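 active = inhibition above about 35% when tested at 20 µM, limit read from the data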;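 also: plate controls were DMSO wells with enzyme for no effect and DMSO wells lacking enzyme for full effect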
#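 test system = in-house recombinant HK5 (HKDC1) enzyme | amount = HKDC1 at 5 µg/mL | control set = DMSO-enzyme wells negative, buffer-substituted wells positive | compound = one dose of 20 µM, 1% DMSO | schedule = reaction time 90 min, room temperature, protected from light | technique = resorufin fluorescence at 613 nm | reagent = glucose with 1 mM ATP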
# * = called active by the depositor; i = inactive; · = no result given. Rows were taken by chance; 4.1% or so of the library scored in one or more.
SMILES,Apaf-1 inh,SENP8 block-1,SENP6 block,SENP1 inh,SENP7 inh,NALP3 yeast inh,PfG6PD inh,SENP8 block-2,HKDC1 inhibitor
N#Cc1ccccc1NC(=O)CC1c2ccccc2Oc2ccccc21,3,3,19,0,7,2,-12,2,-9
C=CCn1c2ccccc2c2nnc(SCCN3CCOCC3)nc21,6,-10,-12,-1,13,15,13,5,-2
COc1cccc(/C=C2\SC(=S)N(NS(=O)(=O)c3ccccc3)C2=O)c1OC,16,0,-19,3,8,-14,-12,26,2
CC(=O)Nc1ccc(S(=O)(=O)N(C)CC(=O)OCC(=O)N2CCCCC2)cc1,-6,-2,-2,1,-19,14,10,10,-1
Cc1cc(S(=O)(=O)N2CCC(NC(=O)C34CC5CC(CC(C5)C3)C4)CC2)ccc1-n1cnnn1,14,-1,7,0,4,13,-12,15,-9
CCn1c2ccccc2c2cc(CN3CCN(C(=O)c4ccco4)CC3)ccc21,22,2,-4,-1,2,42,-1,-23,-2
COCCCNC(=O)CN(Cc1ccc(Cl)cc1)S(C)(=O)=O,-25,3,-3,-1,5,16,1,14,-13
O=C(c1cc2c([nH]c1=O)CCCC2)N1CCc2c([nH]c3ccccc23)C1c1ccccc1F (stereo not given),11,2,14,-11,1,12,14,-14,-3
CCNC(=S)Nc1cccc(Cl)c1C,-3,-1,-30,-1,2,-14,-21,16,2
O=C(c1cc(-c2ccccc2)nc2ccccc12)N1CCc2ccccc2C1,21,-4,-15,2,7,-20,-3,7,-3
Fc1c(F)c(C(F)(F)F)c(F)c(F)c1N1CCN(c2ccc3nnc(C(F)(F)F)n3n2)CC1,35,-1,4,-1,4,-15,30,-56,6
Cc1ccc(C(=O)O)cc1NC(=S)NC(=O)c1ccc([N+](=O)[O-])cc1Cl,3,-16,-18,0,-2,8,0,19,-3
COCc1cc(=O)n2[nH]c(C(C)(C)C)cc2n1,-4,-10,-26,2,2,6,61*,-61,-5
CCOc1ccc(-c2noc(CCC(=O)NCC3CCCO3)n2)cc1OC (stereo not given),6,2,-8,1,5,3,-4,13,-6
O=C1C(=O)N(CCN2CCOCC2)C(c2cccc(Cl)c2)/C1=C(/O)c1ccc2c(c1)OCO2 (stereo not given),11,6,-8,0,0,-3,-15,17,-2
O=Cc1cc(Br)c(OC(=O)N2CCOCC2)c(Br)c1,8,7,-14,-1,3,16,-4,22,-1
CCn1c(CN2CCOCC2)nnc1SCC(=O)Nc1cccc(C)c1,-5,-1,10,0,3,0,12,4,-8
O=C1CC(c2ccc(S(=O)(=O)NCCOc3ccccc3)cc2)CN1 (stereo not given),-12,5,10,0,9,-5,-9,1,3
COc1ccc(NC(=O)c2ccco2)c(OC)c1,1,-5,-3,0,4,22,9,22,-6
CS(=O)(=O)N(CC(=O)N1CCOCC1)c1cccc([N+](=O)[O-])c1,-5,2,15,2,4,3,-18,4,-6
COC(=O)C(Cc1cnc[nH]1)NC(=O)C1CCC(=O)N1 (stereo not given),4,-8,4,3,-5,6,-4,14,-11
COc1cccc2oc3cc(C#CC4(O)CCCCC4)ccc3c(=O)c12,38,84*,81*,-4,84*,57*,15,-355,8
Fc1cccc(CSc2nnc3c(n2)[nH]c2ccccc23)c1,9,-12,0,1,-9,11,-10,21,7
O=C(c1ccc(-c2nc3ccccc3s2)o1)N1CCN(c2ccccc2O)CC1,20,-3,8,-22,-3,22,2,-105,8
O=[N+]([O-])c1ccc(NN=Cc2cccc3ccccc23)nc1,·,·,·,-33,·,·,27,-270,-6

# Compound profiles, as listed above. Order of screens: Apaf-1 inh, SENP8 block-1, SENP6 block, SENP1 inh, SENP7 inh, NALP3 yeast inh, PfG6PD inh, SENP8 block-2, HKDC1 inhibitor
# O=[N+]([O-])c1ccc(NN=Cc2cccc3ccccc23)nc1 is entered as ·, ·, ·, -33, ·, ·, 27, -270, -6
# COCCCNC(=O)CN(Cc1ccc(Cl)cc1)S(C)(=O)=O is entered as -25, 3, -3, -1, 5, 16, 1, 14, -13
# COCc1cc(=O)n2[nH]c(C(C)(C)C)cc2n1 is entered as -4, -10, -26, 2, 2, 6, 61*, -61, -5

# 2 neighbouring compounds already listed, for reference:
SMILES,Apaf-1 inh,SENP8 block-1,SENP6 block,SENP1 inh,SENP7 inh,NALP3 yeast inh,PfG6PD inh,SENP8 block-2,HKDC1 inhibitor
CCn1c(CN2CCOCC2)nnc1SCC(=O)Nc1cccc(C)c1,-5,-1,10,0,3,0,12,4,-8
O=C1CC(c2ccc(S(=O)(=O)NCCOc3ccccc3)cc2)CN1 (stereo not given),-12,5,10,0,9,-5,-9,1,3

# The main list resumes; the 2 compounds before the break are reprinted first.
SMILES,Apaf-1 inh,SENP8 block-1,SENP6 block,SENP1 inh,SENP7 inh,NALP3 yeast inh,PfG6PD inh,SENP8 block-2,HKDC1 inhibitor
O=C(c1ccc(-c2nc3ccccc3s2)o1)N1CCN(c2ccccc2O)CC1,20,-3,8,-22,-3,22,2,-105,8
O=[N+]([O-])c1ccc(NN=Cc2cccc3ccccc23)nc1,·,·,·,-33,·,·,27,-270,-6
CC(=O)Nc1cccc(NC(=O)CSc2nn3c(=O)c(C)nnc3s2)c1,5,-3,-11,4,-8,4,7,7,-7
COc1cccc(C(=O)O/N=C(\C)c2cnccn2)c1,0,-33,-75,3,41,-1,-2,10,-6
COc1cc(OC)c2c(C)cc(=O)oc2c1,7,-16,-4,3,-10,14,-9,i,0
CCOC(=O)c1c(-c2ccc(C)cc2)csc1NC(=S)NC(=O)c1ccccc1,4,-1,-3,2,-2,22,8,20,5
Cc1ccccc1-n1cnnc1SCC(=O)Nc1cccnc1Cl,6,-7,-25,1,-2,8,-5,5,-3
COC(=O)c1nn(-c2cccc(C)c2)c2nnc(Cc3ccc(C)cc3)c(=O)n12,18,2,-6,1,8,4,-4,-4,1
Oc1ccc2ccccc2c1C=Nc1ccccc1Br,5,1,19,-50,11,8,24,-28,38*
CCCN1Cc2cccc(C(=O)NCc3cccs3)c2C1=O,4,2,4,3,0,7,0,13,-2
Cc1cc(NC(=O)CCC(=O)N(Cc2ccco2)C2(C(=O)NC3CCCC3)CCCCC2)no1,6,-11,24,2,-3,11,6,13,-3
Cc1cc(-n2nc(C)cc2C)nc(N)n1,-8,4,-2,0,2,-11,4,2,-3
COc1ccc(-c2[nH]c(-c3ccc(F)cc3)nc2SCC(=O)NC2CCCC2)cc1,22,-15,-24,4,-11,16,12,-353,-1
CCc1ccc(CNC(=O)C2Cc3cc(S(=O)(=O)N4CCCC4)ccc3N2C(C)=O)cc1 (stereo not given),5,-7,-17,0,3,10,-8,3,-4
CCCCNC(=O)Cn1c(=O)c2c(ncn2CCC(C)C)n(Cc2ccccc2)c1=O,10,2,-30,-1,-7,20,1,5,-2
CC(OC(=O)CNC(=O)c1ccc2c(c1)OCO2)C(=O)NCCC1=CCCCC1 (stereo not given),-12,-1,-12,1,0,9,-3,15,-4
O=C1N=C(N2CCCCC2)S/C1=C/C1=Cc2ccccc2OC1,-1,-7,14,-28,0,8,6,-148,8
Cc1nnc(SCC2=C(C(=O)O)N3C(=O)C(NC(=O)c4cc(F)c(F)cc4Cl)C3SC2)s1 (stereo not given),-10,3,-10,-3,5,14,-10,10,-5
O=C(c1cccc(Cl)c1)N(Cc1cccs1)C1CCS(=O)(=O)C1 (stereo not given),2,-5,-7,-1,11,-4,-12,34,-3
Cc1ccc(NC(=O)c2ccc(F)cc2)nc1,-11,23,5,1,45,-4,-2,1,-14
Nc1ncnc2c1ncn2[C@H]1C[C@H](O)[C@@H](COP(=O)(O)O)O1,-9,7,5,3,-2,21,2,5,-5
CCN(CC)C(=O)CCc1nnc(Cc2cccc(C(F)(F)F)c2)o1,-4,10,26,1,6,1,-17,8,-5
Clc1ccc(-c2nnc3sc(Cc4cccs4)nn23)cc1,58*,2,5,-3,3,4,-7,-2,-5
CCCN1CCN(CCCNC(=O)C(CC)n2nc(C)n3c(cc4occc43)c2=O)CC1 (stereo not given),9,-2,-11,0,1,8,13,10,-2
C/C(=N\N=C(N)N)c1cccc(Cl)c1,-8,-1,4,3,-4,8,12,15,-6
Cc1ccccc1CS(=O)(=O)Cc1ccc(C(=O)NC2CCCCC2)o1,-4,-10,7,-1,12,-1,6,5,-6
CCCCOc1ccc(C(=O)N2CCN(CC(=O)Nc3ccc(C)cc3)CC2)cc1OC,12,7,-44,0,-4,18,1,3,-3

# Remaining list, next part:
SMILES,Apaf-1 inh,SENP8 block-1,SENP6 block,SENP1 inh,SENP7 inh,NALP3 yeast inh,PfG6PD inh,SENP8 block-2,HKDC1 inhibitor
Nc1cccc(-c2cn(-c3cc4cc(C#CC5(O)CCCCC5)ccc4oc3=O)nn2)c1,15,6,6,3,0,-25,-6,-5,5
COc1ccc(NC(=O)c2ccc3c(=O)n(CC4CCCO4)c(=S)[nH]c3c2)c(OC)c1 (stereo not given),23,-9,-28,0,-1,18,0,16,0
CCOc1ccccc1CN1CCN(C2CCC2)CC1CCO (stereo not given),-15,-1,-32,0,-4,8,-10,-2,1
CN(Cc1ccco1)C(=O)c1ccc(N2CCCC2=O)cc1,2,1,-11,0,5,17,-5,11,4
Clc1cccc(Cl)c1C[n+]1ccc2ccccc2c1,10,-12,-3,68*,4,17,-4,-44,1
CC1Oc2ccccc2C(=O)N(CC(=O)c2ccc3c(c2)OCCO3)C1=O (stereo not given),1,6,28,1,6,21,5,8,2
COc1ccc(CNC(=O)CCSc2ccc(F)cc2)cc1OC,6,-1,-14,-1,10,10,-12,0,-13
CC1(C)C(=O)OC(c2ccc([N+](=O)[O-])cc2)C(C)(C)C1=O (stereo not given),-2,4,-21,1,11,14,-3,15,-1
N#C/C(=N\Nc1ccc(Cl)cc1)C(=N)N1CCCCC1,-1,-16,1,2,2,6,44,30,-1
CCn1nnnc1SCC(=O)Nc1cc(C)on1,3,3,4,-1,6,6,-1,21,-3
Cc1cccc(Nc2nc3c(c(=O)n(C)c(=O)n3C)n2Cc2ccccc2)c1,·,·,·,1,·,·,2,-4,3
NC(=S)Nc1nc2ccccc2s1,-14,1,-4,0,8,9,7,15,-3
O=C(C[C@@H]1C/C=C\C[C@H](NC(=O)OCC2c3ccccc3-c3ccccc32)C(=O)OC[C@H]2CCCN2C1=O)N[C@@H](CO)Cc1ccccc1,40,-19,-19,-3,-6,14,31,-8,-4
CN(CCOc1ccccc1)C(=O)CCc1c[nH]c2ccccc12,8,-5,-7,-3,4,3,21,20,-4
CCOC(=O)c1sc(NC(=O)CSc2nc(-c3ccco3)cc(C(F)(F)F)n2)c(C(=O)OCC)c1C,·,·,·,-1,·,·,-24,-42,-3
COc1ccc(C(C(=O)NC(C)(C)C)N(C(=O)CCC(=O)Nc2cc(C)on2)c2cccc(F)c2)cc1 (stereo not given),22,3,-9,3,-7,18,15,2,-4
O=C(CSCc1ccc(Cl)cc1)NCc1ccccn1,-5,-10,-11,-2,-11,7,-3,-14,-9
COc1cc2cc(C)c3nnc(SCC(=O)Nc4cc(C)on4)n3c2cc1OC,2,-4,-10,2,-2,14,14,-14,16
Cc1csc(CNc2ncnc3ccc(-c4ccccc4Cl)cc23)c1,20,-7,4,1,7,9,16,-30,1
CC(=O)NC(CC(C)C)C(=O)NC(=O)NCc1ccccc1 (stereo not given),-21,8,-9,-1,-1,5,-19,13,7
